# Compound activity from PubChem BioAssay.
# Insulin prom up – MIN6 insulin promoter up-regulation. MIN6 insulin promoter-GFP reporter, high-content imaging; active compounds read high. z-score at 5 µM. 190,000 compounds, 0.3% hits. AID 1625;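 active = z-score above 3 at 5 µM with at least 500 cells counted in the well; inconclusive = wells under 500 cells, flagged as cytotoxic or low count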
# WT yeast gro inh – growth inhibition of WT yeast, mitochondrial fusion screen; mitochondrial fusion phenotypic screen, WT strain; 190,000 compounds, 2.1% hits; inhibition, % at 10 µM; AID 1362; in the data active = inhibition above about 58%; tested in S. cerevisiae
# MT stabilize HCS – microtubule stabilizers in HeLa cells; HeLa tubulin immunostaining HCS, 24 h; share of cells brighter than vehicle mean+2SD; % tubulin-high responders, % at 10 µM; 200,000 compounds, 0.83% hits; AID 2205;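 active = plate Z-score above 3 for both tubulin-high and condensed-nucleus cell shares, with cell loss under 80%, at 10 µM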;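 also: anti alpha tubulin signal scored within the nucleus-defined area of each cell; some results filed as inactive read as strong as hits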
# HIV peptide binding – inhibitors of HIV fusion peptide binding, primary screen, biochemical, uHTS, fluorescence dequenching (AID 1986). cell-free peptide binding, fluorescence dequenching, 30 min; higher % means a stronger effect. inhibition, % at 20 µM; hits with a dose series show IC50 in µM. 290,000 compounds, 0.3% hits; in the data active = inhibition mostly above about 52%, no sharp cut-off; inactive = mostly below about 76%; also: some results filed as inactive read as strong as hits
# AID2073 – disruptors of CaV2.2 binding to Mint1 – biochemical, HTRF (AID 2073) | 290,000 compounds, 0.19% hits | HTRF protein-protein interaction, Mint1-CaV2.2; higher % means a stronger effect | one-dose inhibition, % at 20 µM; IC50 in µM for titrated hits; in the data active = inhibition mostly above about 51%, no sharp cut-off; inconclusive = no clear call, values can overlap the other calls; inactive = mostly below about 53%; also: some results filed as inactive read as strong as hits
# Dynein cargo inh – blocks dynein driven cargo transport along microtubules; 3617.4 mouse cells, GR-EGFP nuclear translocation imaging; test concentration mostly 20 µM; stimulated with dexamethasone, 1 µM; active compounds read low; AID 1381; z-score, hits read low; 220,000 compounds, 0.47% hits;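 active = plate z-score of nuclear minus cytoplasmic receptor signal below a set negative limit, without overly bright fluorescence or cell loss, cut at about -3.5 in these data, passing the limit was not always enough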;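 also: z-score of nuclear minus cytoplasmic ring GR-EGFP intensity difference per well; some compounds called inactive have numbers as strong as hits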
#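 Buffer or medium: Induction medium lacking tetracycline, stripped serum | Also added: Dexamethasone agonist, 1.0 µM final, for 30 min | Timing: 48 h induction, 1 h compound, 30 min dex at 37 °C | Detection: Formaldehyde fixation, Hoechst nuclear stain, 10x automated fluorescence imaging | Measure: Nuclear versus cytoplasmic GR-EGFP signal, averaged per well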
# Yfh1-off respiration – mitochondrial function rescue without frataxin homolog – Friedreich's ataxia, plus single-dose screen, dose response (AID 1465); S. cerevisiae Yfh1-off respiration, WST-1 reduction, 72 h; higher fold induction means a stronger effect; one-dose fold induction at 50 µM; EC50 in µM for titrated hits; 220,000 compounds, 0.074% hits;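 active = fold induction of absorbance versus untreated yeast above a set limit, then at least 30% activation at any dose in follow-up; inconclusive = repeats straddling the limit, or above it without dose testing; inactive = fold induction below the set limit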;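 also: activators that raise dye reduction in frataxin-depleted yeast; strong numbers were not always called active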
# bCat nuc transl – modulators of beta-catenin nuclear translocation. 190,000 compounds, 0.3% hits. HeLa beta-catenin nuclear translocation, immunofluorescence imaging. nuclear translocation activity, % at 5 µM. AID 1665;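 active = nuclear translocation activity above 50% at 5 µM, with a well cell count of 50 or more; inconclusive = wells under 50 cells across six images, flagged as toxic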;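 also: per-cell ratio of nuclear to cytoplasmic median beta-catenin stain intensity; plate controls were DMSO negative control for no effect and GSK-3 inhibitor IX positive control for full effect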
#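 Read-out: Nuclear/cytoplasmic beta-catenin signal ratio, % activation | Assay system: Human HeLa cell line | Times: 24 h compound exposure at 37°C, 5% CO2 | Signal: Fluorescence imaging of beta-catenin antibody stain plus DAPI | Dosing: 5 µM primary, 0.02–20 µM confirmation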
# Autophagy mod – modulators of autophagy | 190,000 compounds, 0.98% hits | AID 463193 | calls only at 10 µM (by protocol) | MEF GFP-LC3 puncta imaging; test concentration mostly 10 µM;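 active = percentage of spot-positive cells more than 3 SD above its plate mean, without a fluorescence outlier flag or 80% toxicity; inconclusive = no clear call, values can overlap the other calls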;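 also: spot-positive cell cutoff set from DMSO-treated cells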
# WT yeast gro inh mutant strain – second read-out of WT yeast gro inh, no call of its own (marks repeat the call); inhibition, %; mitochondrial fusion phenotypic screen, mutant strain inhibition
# Dynein cargo inh cytoplasmic EGFP – second read-out of Dynein cargo inh, no call of its own (marks repeat the call); z-score; measured here: cytoplasmic GR-EGFP intensity; active compounds read high
# Dynein cargo inh nuclear GR-EGFP – further read-out of Dynein cargo inh, marked with its call; z-score; measured here: nuclear GR-EGFP intensity;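 lower value marks the stronger effect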
# Dynein cargo inh cell count – recorded beside Dynein cargo inh, whose call it bears; z-score; measured here: cell count per field
# Insulin prom up cell count – recorded beside Insulin prom up, whose call it bears; cell count; measured here: cytotoxicity, nuclei count;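 total cells summed across four imaged fields per well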
# bCat nuc transl cell count 5 µM – recorded beside bCat nuc transl, whose call it bears; cell count; measured here: cell count, cytotoxicity flag
# MT stabilize HCS Hoechst-high % – second read-out of MT stabilize HCS, no call of its own (marks repeat the call); % Hoechst-high responders; measured here: nuclear condensation Hoechst responders;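 share of cells brighter than vehicle mean plus two SD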
# MT stabilize HCS cytotoxicity % – recorded beside MT stabilize HCS, whose call it bears; toxicity, %; measured here: cytotoxicity by cell density;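 0% = mean cell density of plate MIN control wells and 100% = no cells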
# Autophagy mod cell loss 18 h – second read-out of Autophagy mod, no call of its own (marks repeat the call); toxicity, %; measured here: cell loss, nuclei count;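 cell loss after 18 h compound exposure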
# The depositor's hits bear a star; i = inactive; ? = inconclusive; nt = no result given; + = active, no number.
SMILES,Insulin prom up,Insulin prom up cell count,WT yeast gro inh,WT yeast gro inh mutant strain,MT stabilize HCS,MT stabilize HCS Hoechst-high %,MT stabilize HCS cytotoxicity %,HIV peptide binding,AID2073,Dynein cargo inh,Dynein cargo inh cytoplasmic EGFP,Dynein cargo inh nuclear GR-EGFP,Dynein cargo inh cell count,Yfh1-off respiration,bCat nuc transl,bCat nuc transl cell count 5 µM,Autophagy mod,Autophagy mod cell loss 18 h
N#CNC(=Nc1cccc(F)c1)SCc1cccc(F)c1,-0.63,1007,0,10,2.8,3.0,0.3,3.3%,11%,-0.27,-0.25,-0.21,0.26,i,-1.1,565,i,-1
Cc1oc(-c2ccc(Cl)cc2)nc1CN1CCC(C(=O)NCc2cccnc2)CC1,-0.45,998,-3,-8,1.3,1.5,10,8.0%,5%,-0.34,-0.2,-0.058,0.031,i,-3.3,770,i,-5
CCC(Sc1nc2ccccc2o1)C(=O)Nc1nnc(C)s1 (stereo not drawn),0.01,1218,-1,-4,3.8,2.9,8.1,-1.2%,-12%,1.8,-0.28,0.51,-0.68,i,-1.4,494,i,7
COc1cccc(Oc2c(C)oc3c(CN4CCCCC4)c(O)ccc3c2=O)c1,-0.12,1160,nt,nt,nt,nt,nt,0.3%,49%,3.4,-0.038,1.8,-2.3,i,-0.8,1351,nt,nt
CCCCNC(=S)NNc1c(Cl)cc(Cl)cc1Cl,-1.1,1265,14,-10,3.1,2.3,2.0,-0.6%,4%,0.72,-0.25,0.28,0.51,i,-0.9,1095,i,5
N#Cc1c(-n2cccc2/C=N/O)sc2c1CCCC2,-0.15,1536,16,6,3.6,1.6,7.1,-0.6%,0%,-1.1,-0.42,-0.26,0.73,i,1.0,1356,i,4
O=C(CSc1nc(-c2ccccc2)cs1)NC(=O)NCc1ccco1,nt,nt,-8,-8,3.3,1.5,5.0,6.1%,6%,0.15,0.24,0.059,0.14,i,-5.5,584,i,-4
CCCCOC(=O)C(C)Nc1n[nH]c(=O)[nH]c1=O (stereo not drawn),nt,nt,3,-11,1.8,1.9,8.8,-1.3%,-5%,1.2,-0.016,0.56,-0.77,i,nt,nt,i,0
Cc1csc(SCC(=O)Nc2ccc(S(=O)(=O)N3CCCC3)cc2)n1,nt,nt,13,0,1.8,1.4,5.8,-3.5%,10%,-0.38,-0.18,-0.19,0.49,i,-4.0,987,i,-9
CCCOC(=O)c1c(NC(=O)C2CCCO2)sc(C(=O)OC)c1C (stereo not drawn),-0.74,1159,10,20,1.7,3.2,3.7,0.1%,-23%,-0.91,-0.32,-0.83,0.94,i,nt,nt,i,-2
CCOc1ccc(C(=O)NCCCN(CC)CC)cc1,0.79,1390,-15,-13,3.0,1.3,0.9,-2.1%,-5%,0.34,-0.22,0.42,0.84,i,-3.8,962,i,-2
CCCN(CCC)c1c([N+](=O)[O-])c(=O)oc2ccccc12,-0.17,1434,-2,16,5.8,1.5,12,3.4%,2%,1,-0.19,0.8,-1.1,i,1.0,1173,i,5
Cc1ccc(S(=O)(=O)c2c(COC(=O)c3cccc(Cl)c3)c(-c3ccccc3)nn2C)cc1,nt,nt,17,-12,1.2,0.7,10,1.6%,0%,-0.34,-0.1,-0.11,0.91,i,nt,nt,i,-15
Clc1cccc(NC2=NCCC2)c1,-1.7,813,-3,8,1.3,1.8,5.2,-1.7%,-3%,-0.47,-0.34,0.095,-0.15,i,-2.3,1092,i,-12
Cc1ccc(C(=O)CNc2ccc(F)cc2)cc1,-0.5,1349,6,-7,2.8,6.1,7.5,-1.2%,3%,0.96,-0.24,0.071,-0.48,i,-2.1,510,i,-6
Cc1noc(C)c1S(=O)(=O)Nc1c(C)n(C)n(-c2ccccc2)c1=O,0.76,1144,-5,2,3.2,1.6,2.9,-0.8%,-4%,1.8,0.17,0.85,-0.85,i,2.5,1130,i,7
COc1ccccc1N(CC(O)Cn1ccnc1C)S(=O)(=O)c1ccccc1 (stereo not drawn),0.34,1216,-4,12,6.5,3.9,5.5,2.4%,8%,-0.66,-0.22,-0.039,0.19,i,1.8,1065,i,-1
FC(F)(F)c1nc2ccccc2n2c(-c3c(Cl)cccc3Cl)nnc12,nt,nt,-10,15,5.0,2.0,1.4,-1.8%,6%,0.13,-0.092,-0.052,-1,nt,nt,nt,i,7
CC(C)(c1ccccc1)c1ccc(OCC(O)CNC2CCN(Cc3ccccc3)CC2)cc1 (stereo not drawn),?,nt,93,96,48,22,96,0.5%,0%,-5*,1.2*,-2.9*,-3.7*,i,?,nt,+,10.0*
COc1ccc(C2C=C(c3ccccc3)Nc3nnnn32)cc1 (stereo not drawn),-1.3,1472,-3,8,5.4,2.3,3.3,0.9%,10%,0.44,-0.13,0.061,-0.55,i,-3.5,833,i,21
COCCn1c(SCC(=O)NNC(=O)c2ccc(OC)c(OC)c2)nc2ccccc2c1=O,0.97,1252,-22,7,3.3,2.1,11,-0.8%,-12%,-0.26,-0.3,0.2,0.41,i,-0.9,1063,i,5
O=C1CCCC(=O)C1CS(=O)(=O)c1ccccc1,-0.34,1377,-12,-3,1.6,1.3,4.2,0.0%,48%,0.64,-0.24,0.33,-0.63,i,-0.2,1102,i,6
CCOC(=O)C(=O)Nc1ccccc1C#N,-0.15,1474,-7,2,2.3,2.2,6.2,-1.6%,5%,-0.95,-0.16,0.26,0.26,i,1.3,962,i,6
N#CCSc1nc2ccc(N3CCCCC3)cc2c(=O)n1Cc1ccccc1,-1.4,1166,15,2,1.8,1.1,6.5,14%,7%,-0.2,-0.17,-0.27,0.27,i,-3.2,1452,i,1
COc1ccccc1/C=C/C(=O)NC(=S)NC(C)C,0.04,1127,7,10,5.3,3.9,3.7,-0.8%,-3%,-0.022,-0.29,-0.32,-0.019,i,-4.9,543,i,-7
# New compounds follow.
SMILES,Insulin prom up,Insulin prom up cell count,WT yeast gro inh,WT yeast gro inh mutant strain,MT stabilize HCS,MT stabilize HCS Hoechst-high %,MT stabilize HCS cytotoxicity %,HIV peptide binding,AID2073,Dynein cargo inh,Dynein cargo inh cytoplasmic EGFP,Dynein cargo inh nuclear GR-EGFP,Dynein cargo inh cell count,Yfh1-off respiration,bCat nuc transl,bCat nuc transl cell count 5 µM,Autophagy mod,Autophagy mod cell loss 18 h
Cn1c(Cn2c(=O)sc3ccccc32)nnc1SCC(=O)Nc1cccc(F)c1,-0.76,1164,10,-3,3.8,3.3,9.2,0.1%,5%,0.58,-0.17,0.65,0.33,i,-3.7,1252,i,4
S=C(Nc1ccccc1Cl)N(Cc1cccnc1)Cc1ccco1,0.77,1189,11,22,2.7,2.3,24,1.9%,-4%,-0.79,-0.27,-0.061,0.47,i,-3.0,1084,i,6
COc1cccc(CNCCSc2nnnn2C)c1,0.52,1162,-3,-5,1.0,1.4,9.8,-0.7%,-6%,-0.25,-0.21,-0.042,-0.017,i,-3.3,837,i,37
Cc1ccc(F)cc1NC(=O)C1CCN(c2cnccn2)CC1,-0.05,1332,10,20,3.7,1.6,5.4,-0.4%,-2%,-0.56,-0.22,0.02,-1.3,i,3.5,1203,i,-15
Nc1ccc(NC(=O)Nc2ccc(N)cc2)cc1,0.24,1473,nt,nt,nt,nt,nt,-0.3%,-3%,1.8,-0.16,0.6,-1.1,i,-1.6,1219,nt,nt
COc1ccc(Cl)cc1-c1nc(-c2ccc(NC(=O)c3cccs3)cc2)no1,-1.3,812,0,2,5.9,3.4,6.7,1.0%,17%,-0.077,-0.18,0.11,-0.15,i,4.0,817,i,0
CC(C)(C)[C@@H]1C=C(C(=O)N2CCN(Cc3ccccc3)CC2)O[C@H](OCc2ccc(CO)cc2)C1,0.09,1434,70*,11*,1.4,1.8,5.5,0.7%,-12%,0.61,-0.3,0.59,-0.51,i,-2.9,1063,i,3
CCC(C)(C)n1nnnc1C(c1cccnc1)N1CCN(c2cccc(C(F)(F)F)c2)CC1 (stereo not drawn),1.9,1592,14,12,3.6,1.3,6.7,-1.7%,2%,-0.8,-0.23,-1.1,0.66,i,1.0,1293,i,-2
COc1ccc2ccccc2c1/C=N/O,1.3,1507,-17,-1,2.0,2.3,7.5,0.3%,1%,0.12,-0.22,0.2,0.4,i,-4.1,1150,i,-7
Clc1ccc(Nc2nc(-c3cccnc3)cs2)cc1,-0.61,849,38,45,2.8,3.0,5.8,-2.9%,-8%,-0.32,-0.18,-0.2,0.81,i,0.1,1085,i,0
Cc1cccc(C)c1NC(=O)CN1CCNCC1,0.3,931,4,-14,2.3,2.4,1.5,1.2%,-6%,-0.28,-0.25,-0.16,0.66,i,nt,nt,i,0
Cc1cc(N2CCN(c3ccc(F)cc3)CC2)nc2cc(O)ccc12,-1,1064,25,36,7.5,3.6,7.7,-1.8%,10%,0.45,-0.24,0.25,0.085,i,nt,nt,i,3
Cc1ccccc1NC(=O)CN1C(=O)C2C3CC(C(Br)C3Br)C2C1=O (stereo not drawn),nt,nt,-4,-6,4.2,2.0,5.3,-2.2%,-12%,-1.3,-0.22,-0.93,0.76,i,-2.0,953,i,15
COc1cc(NC(=O)c2ccc(Cl)cc2Cl)ccc1NC(=O)c1cccs1,-0.27,1048,nt,nt,nt,nt,nt,-1.1%,9%,0.085,-0.18,0.63,-0.22,i,-0.2,1296,nt,nt
O=C(NC(=S)Nn1cnc2c(cnn2-c2ccccc2)c1=O)c1ccc(Oc2ccccc2)cc1,-0.04,1368,22,26,3.0,2.4,10,1.7%,20%,-0.46,-0.25,-0.56,0.38,i,nt,nt,i,2
